Bioassay records from PubChem.
ZTA DNA inh = ZTA (EBV) inhibition in EBNA-1 counter-screen; ZTA-DNA binding, fluorescence polarization; inhibition, % at 11 µM; actives 0.15% (n = 320,000); AID 2234; in the data active means inhibition above about 33%
EBNA-1 inh = EBNA-1 DNA-binding inhibitors, primary screen, biochemical, fluorescence polarization | inhibition, % at 14.8 µM | actives 0.34% (n = 300,000) | AID 1950, 2009; in the data active means inhibition above about 28%
PAD4 inh = human PAD4 inhibitors, primary screen, biochemical, fluorescence polarization, 1536-well format | Protein-arginine deiminase type-4 (Homo sapiens), Q9UM07 | recombinant PAD4, RCA probe fluorescence polarization | inhibition, % at 6.36 µM | actives 0.41% (n = 330,000);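 active means percent inhibition above a cutoff equal to the mean of all tested compounds plus 3 SD, cut at about 15% in these data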;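 further: 0% = PAD4 with RCA probe and DMSO and 100% = probe without PAD4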
Target sequence (Q9UM07 whole entry, looked up): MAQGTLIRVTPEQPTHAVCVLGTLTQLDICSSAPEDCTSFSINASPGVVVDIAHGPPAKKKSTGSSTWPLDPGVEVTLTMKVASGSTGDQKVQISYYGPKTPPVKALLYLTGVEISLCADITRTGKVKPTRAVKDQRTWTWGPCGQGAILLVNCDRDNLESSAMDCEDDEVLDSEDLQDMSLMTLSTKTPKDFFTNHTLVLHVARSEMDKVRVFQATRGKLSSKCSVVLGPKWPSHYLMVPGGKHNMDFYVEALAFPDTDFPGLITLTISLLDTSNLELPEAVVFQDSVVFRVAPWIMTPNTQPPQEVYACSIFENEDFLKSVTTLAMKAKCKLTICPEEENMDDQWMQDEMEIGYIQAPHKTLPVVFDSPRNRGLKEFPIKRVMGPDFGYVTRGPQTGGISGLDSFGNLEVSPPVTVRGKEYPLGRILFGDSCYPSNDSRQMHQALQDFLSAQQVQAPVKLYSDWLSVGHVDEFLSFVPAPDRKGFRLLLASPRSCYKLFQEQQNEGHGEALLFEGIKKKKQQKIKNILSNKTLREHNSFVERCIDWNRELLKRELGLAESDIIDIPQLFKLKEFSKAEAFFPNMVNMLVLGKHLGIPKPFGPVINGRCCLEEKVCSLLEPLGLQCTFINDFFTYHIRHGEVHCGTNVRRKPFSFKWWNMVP
LYPLA1 counter = LYPLA1 inhibitors, primary screen, counter-screen for PME1 inhibitor project, biochemical, fluorescence polarization, FP-Rh probe ABPP; recombinant LYPLA1; inhibition, % at 5.9 µM; actives 0.16% (n = 320,000); AID 2174, 2009;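 active means inhibition above the mean of all tested compounds plus 3 SD, set per campaign, cut at about 14% in these data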;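 further: inhibitors block serine hydrolase probe labeling of LYPLA1 so polarization falls; 0% = enzyme with DMSO and 100% = wells lacking LYPLA1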
Target sequence (O75608 whole entry, looked up): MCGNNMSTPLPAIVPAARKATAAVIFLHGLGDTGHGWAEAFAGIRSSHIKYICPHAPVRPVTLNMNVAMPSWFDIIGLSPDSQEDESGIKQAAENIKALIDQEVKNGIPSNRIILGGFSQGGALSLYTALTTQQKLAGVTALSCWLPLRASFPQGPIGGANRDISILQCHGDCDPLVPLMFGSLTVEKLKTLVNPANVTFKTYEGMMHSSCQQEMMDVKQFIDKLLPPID
PREPL inhibitor = PREPL enzyme inhibitors, primary screen, biochemical, fluorescence polarization; Prolyl endopeptidase-like (Homo sapiens), Q4J6C6; recombinant PREPL, fluorescence polarization activity-based probe; inhibition, % at 5.96 µM; actives 0.68% (n = 320,000); AID 2751, 2010; in the data active means inhibition above about 43%;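 further: 0% = enzyme with DMSO and 100% = wells lacking enzyme; many of its hits are not listed in these tables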
PAFAH1B3 inh = PAFAH1B3 enzyme inhibitors, primary screen, biochemical, fluorescence polarization, human; actives 0.28% (n = 340,000); recombinant PAFAH1B3, FP-rhodamine probe; inhibition, % at 3.39 µM;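 active means inhibition above the screen-wide average of all tested compounds plus 3 SD, cut at about 25% in these data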;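 further: 0% = enzyme with DMSO only and 100% = wells lacking PAFAH1B3 protein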
LYPLA2 counter = LYPLA2 inhibitors, primary screen, counter-screen for PME1 inhibitor project, biochemical, fluorescence polarization, FP-Rh probe ABPP; inhibition, % at 5.9 µM; AID 2177, 2009; recombinant LYPLA2; actives 0.38% (n = 320,000); Acyl-protein thioesterase 2 (Homo sapiens), O95372;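 active means inhibition above the screen-wide mean plus 3 SD, limit set per campaign, cut at about 26% in these data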;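 further: 0% = LYPLA2 with DMSO and 100% = wells lacking LYPLA2 enzyme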
PAFAH2 FP inh = PAFAH2 enzyme inhibitors, primary screen, biochemical, fluorescence polarization, human. Platelet-activating factor acetylhydrolase 2, cytoplasmic (Homo sapiens), Q99487. recombinant PAFAH2, FP-rhodamine activity probe. inhibition, % at 3.39 µM. actives 0.99% (n = 340,000);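 active means inhibition above the mean over all tested compounds plus 3 SD, cut at about 30% in these data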;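 further: inhibitors block probe labeling of enzyme so polarization drops; 0% = enzyme with DMSO and 100% = wells lacking PAFAH2 protein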
GSTO1 counter = inhibitors of recombinant GSTO1, primary screen, counter-screen for RBBP9 inhibitor project, biochemical, fluorescence polarization. Glutathione S-transferase omega-1 (Homo sapiens), P78417. activity-based probe fluorescence polarization. inhibition, % at 5.96 µM. actives 1.1% (n = 300,000);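 active means inhibition above the campaign mean inhibition plus 3 SD, cut at about 35% in these data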;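 further: 0% = GSTO1-1 with DMSO and 100% = wells lacking GSTO1-1 enzyme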
* marks the source's active call; other numbers are inactive results; . = no result given. The list is partial; count on the stated rates, not on these rows.

Start of the data: the first 2 records (preview)
SMILES	ZTA DNA inh	EBNA-1 inh	PAD4 inh	LYPLA1 counter	PREPL inhibitor	PAFAH1B3 inh	LYPLA2 counter	PAFAH2 FP inh	GSTO1 counter
O=C(Nc1ccc(N2CCN(C(=O)c3ccco3)CC2)cc1)c1cccc(F)c1	6.9	10.8	-5.0	3.9	12.7	-1.1	16.4	-1.7	-0.5
CCn1c2ccccc2c2cc(CN3CCN(Cc4cc(OC)ccc4O)CC3)ccc21	14.2	1.9	-3.3	1.4	3.8	-7.8	4.0	0.4	3.2

This part in full, repeating the preview:
SMILES	ZTA DNA inh	EBNA-1 inh	PAD4 inh	LYPLA1 counter	PREPL inhibitor	PAFAH1B3 inh	LYPLA2 counter	PAFAH2 FP inh	GSTO1 counter
O=C(Nc1ccc(N2CCN(C(=O)c3ccco3)CC2)cc1)c1cccc(F)c1	6.9	10.8	-5.0	3.9	12.7	-1.1	16.4	-1.7	-0.5
CCn1c2ccccc2c2cc(CN3CCN(Cc4cc(OC)ccc4O)CC3)ccc21	14.2	1.9	-3.3	1.4	3.8	-7.8	4.0	0.4	3.2
O=C(NNC(=O)c1cccs1)c1cccnc1	5.3	-3.1	-5.0	0.6	-2.2	-9.4	4.2	-8.2	7.2
CC(C)c1csc(CN2CCCC(CNC(=O)c3cccc4ccccc34)C2)n1 (configuration not stated)	3.8	-4.0	-4.8	1.3	6.2	-0.4	-3.3	-6.6	-1.0
Cc1ccc(/C=N/NC(=O)c2cccc3ccccc23)o1	0.7	-3.7	-2.2	2.9	-4.2	7.0	6.5	-4.4	3.2
Cc1ccc(S(=O)(=O)NCCc2nnc3ccc(NCCCOC(C)C)nn23)cc1	11.4	9.9	5.3	3.1	-2.8	1.2	1.5	2.9	6.5
CN(CCOc1cccc2ccccc12)Cc1ccccc1	-4.3	7.5	1.4	1.4	-19.6	-2.0	4.7	1.8	-1.2
COc1cc(/C=N/NC(=O)CSc2n[nH]c(=O)[nH]c2=O)cc(OC)c1O	4.2	-0.9	-2.5	0.3	3.8	10.4	-0.2	-5.7	9.7
O=C(NNC(=O)C12CC3CC(CC(C3)C1)C2)c1ccccc1O	11.4	.	-3.1	-2.7	-7.8	13.8	-3.5	63.3*	.
Cc1cccc(-n2c(SCc3cc(=O)n4ccsc4n3)nc3ccccc32)c1	17.1	7.1	-30.2	-14.1	-17.3	-6.2	-17.2	-14.2	-23.0
c1nc(NCC2(N3CCOCC3)CCCCC2)c2ccsc2n1	-10.8	-12.0	-8.5	3.7	9.1	1.8	6.1	3.6	6.3
CCOc1cc2[nH]c(=S)n(CCN3CCC(C)CC3)c(=O)c2cc1OCC	-8.3	-14.1	2.4	3.0	23.5	3.2	-1.1	7.3	-3.6
O=C(CSc1ccccc1)NCc1ccccc1	6.9	7.1	-1.3	3.1	8.2	-3.6	3.0	-2.1	3.6
Nc1nc(CSc2ccccc2)nc(N2CCCCC2)n1	18.8	6.7	-0.5	0.0	2.1	-0.4	5.2	-1.4	0.2
O=S(=O)(/N=C(/c1ccccc1)N1CCCCC1)c1ccccc1	0.2	9.4	0.6	-0.8	-2.9	-1.8	2.1	-5.4	1.6
CCc1ccc(C(C(=O)NC2CCCC2)N(Cc2cccnc2)C(=O)c2csnn2)cc1 (configuration not stated)	12.3	-7.7	1.8	-2.2	12.7	4.7	-5.0	7.3	2.1
CC(=O)NS(=O)(=O)c1cccnc1Nc1ccc(Cl)c(Cl)c1	-2.5	-4.3	-0.5	-6.2	6.1	3.5	-9.1	5.7	-3.0
O=C(COc1cccc2cccnc12)Nc1cccc(S(=O)(=O)N2CCCC2)c1	-11.0	.	-8.2	-7.3	17.3	-0.6	-2.4	9.3	.
CN1CCN(S(=O)(=O)c2ccc(NC(=O)C3CCCO3)cc2)CC1 (configuration not stated)	5.3	13.0	2.7	-1.7	-0.2	-6.2	-2.0	-0.3	-0.8
CCn1ncc(Br)c1C(=O)Nc1cc([N+](=O)[O-])ccc1C	18.1	-7.3	-2.2	-1.3	2.5	-0.9	-3.3	-0.9	-1.0
Clc1cccc(Cl)c1Cn1nnc(N2CCCC2)n1	7.4	3.9	2.5	1.4	9.8	10.5	3.1	0.7	-3.8
Cc1cc2cc(CNC(=O)c3ccc(S(=O)(=O)N4CCCC4)cc3)ccc2n1C	2.0	33.1*	14.5	-0.3	6.4	2.2	-0.5	12.8	5.5
Cc1ccc(S(=O)(=O)N2CCOCC2)cc1C(=O)N1CCOCC1	2.1	-7.9	-2.0	-0.5	-11.2	4.9	1.9	4.1	3.7
CC(C)=CCCC1=CCC2C(=O)NNC(=O)C2C1 (configuration not stated)	8.9	4.1	-1.2	-3.1	1.3	7.5	5.2	-1.8	3.9
CCN(CC)c1ccc(C(=O)OCC(=O)N(C(C)C)C(C)C)cc1	6.6	-3.0	1.6	-2.5	1.5	5.9	-8.1	26.8	2.1
CC(=O)c1cccc(NC(=O)c2ccc(Br)o2)c1	-4.8	-9.7	-3.1	-8.3	5.1	0.2	-9.9	-8.5	-1.0
O=C(NCCc1ccc(Cl)cc1)c1ccc(CS(=O)Cc2ccccc2Cl)o1 (configuration not stated)	13.5	-2.9	-0.8	-2.6	19.4	0.2	4.4	4.2	9.0
CCOC(=O)c1c(CN2CCCCC2)oc2ccc(O)cc12	-11.5	10.5	9.5	0.0	2.1	2.9	0.7	2.7	-4.3
N/C(=N\OC(=O)C(c1ccccc1)c1ccccc1)c1cccnc1	-2.0	-1.6	-0.4	-2.6	-0.6	2.6	-0.3	4.0	-3.0
C=CCn1c(NC(=O)c2ccccc2)nc2ccccc21	-9.5	-14.0	1.9	0.5	-8.3	7.1	-0.3	-5.1	0.7
COC(=O)C1=CN(Cc2ccc(OC)c(OC)c2)C=C(C(=O)OC)C1c1cccc(OC)c1OC	-0.1	0.5	0.2	-0.1	11.6	4.0	6.8	0.9	3.5
CN(C)c1ccc(/C=N/O)cc1	-0.2	1.6	5.0	2.6	6.4	2.9	1.1	-13.2	7.0
Cc1cccc2cc(CNCC3CCCO3)c(Cl)nc12 (configuration not stated)	-0.8	-6.5	-0.3	-2.3	-2.4	-6.2	2.3	-7.4	7.3
O=C(CSc1nc2ncc(Cl)cc2[nH]1)NCCc1ccc(F)cc1	-3.4	-5.4	3.1	-1.4	0.2	6.7	4.0	-1.9	10.5
CCN(CC(=O)Nc1ccc(NC(C)=O)cc1)C(=O)/C=C/c1cn(-c2ccccc2)nc1-c1cccs1	6.7	9.8	-4.7	-25.0	6.0	-4.2	-33.6	-35.1	-38.3
Cc1ccc(S(=O)(=O)N2Cc3ccccc3CC2C(=O)Nn2cnnc2)cc1 (configuration not stated)	7.7	9.0	-0.1	-0.2	2.4	-7.0	-1.9	-10.5	7.5
COc1cc(-c2nc3n(n2)C(c2ccc(F)cc2)C2=C(CCCC2=O)N3)cc(OC)c1OC (configuration not stated)	3.9	2.7	-0.3	-2.0	-2.6	3.5	-3.5	-1.5	-5.8
Cc1ccc(OC(=O)CN2C(=O)c3ccccc3C2=O)cc1C	-1.7	-0.2	2.8	1.0	-1.0	14.0	6.5	-6.5	14.9
CCn1cc(C2=NOC(C(=O)Nc3ccc4c(c3)OCO4)C2)c(C)n1 (configuration not stated)	1.3	3.7	-5.4	1.0	9.9	6.4	-0.9	8.8	1.9
COc1ccc(N(C)C(=O)c2cc3c(Cl)nc4ccccc4c3s2)cc1	-1.1	0.0	-3.1	-7.0	-11.4	-4.5	-7.5	-7.0	-9.6
O=C(OCC(=O)N1CCOCC1)c1ccc2ccccc2c1O	-2.1	.	4.3	0.8	19.3	3.6	5.0	1.1	.
C/C(=N/NC(=O)C(C)n1nc(C)c([N+](=O)[O-])c1C)c1ccc(OCC(N)=O)cc1 (configuration not stated)	8.6	-12.8	-9.1	-2.2	24.2	-3.2	-0.7	-0.8	4.9
CCOc1ccc(S(=O)(=O)NCCC(=O)N2CCN(c3ncccn3)CC2)cc1	-9.7	.	-0.6	-2.9	-4.9	10.1	-1.5	0.5	.
COc1ccccc1NC(=O)c1ccc(SCC(=O)NCc2ccccc2Cl)c([N+](=O)[O-])c1	-3.8	27.0	-6.1	-6.5	6.0	5.6	-4.5	-9.4	-11.2
O=C(O)CC(NC(=O)C(c1ccccc1)c1ccccc1)c1cccc([N+](=O)[O-])c1 (configuration not stated)	-13.7	-4.0	1.4	1.9	-1.3	-0.5	-2.5	-4.7	2.7
COc1ccc(N(C(=O)Cn2nnc3ccccc32)C(C(=O)NCc2ccco2)c2ccc(C)o2)cc1 (configuration not stated)	0.3	4.6	-2.1	4.0	-16.1	5.6	5.9	-5.4	0.1
COC(=O)c1ccc(CNC(=O)N2CCN(S(=O)(=O)c3ccc(C)cc3)CC2)cc1	-14.6	1.0	0.6	-2.3	12.6	5.1	6.2	-1.2	1.7
CCC1CCCCN1C(=O)CCC(=O)Nc1nnc(C(F)(F)F)s1 (configuration not stated)	3.9	-14.7	2.0	-2.6	4.0	7.3	1.9	7.2	-3.2
CCC(=NC(CC)CO)C1=C(O)CC(C)(C)CC1=O (configuration not stated)	-6.5	-0.2	-1.5	-1.5	-1.7	7.4	3.0	-2.5	-8.1
COc1ccc(C(=O)COC(=O)c2sc(C)nc2C)cc1F	.	.	-3.4	.	1.4	9.2	.	0.3	.
O=C(c1ccc(F)cc1)c1ccc(OCC(=O)N2CCOCC2)cc1	.	.	-3.4	.	14.3	7.4	.	7.8	.
Oc1ccc(/C=N/NC(=S)NCc2ccco2)cc1	12.1	0.9	-1.3	-3.8	4.1	-0.8	0.1	3.1	-1.0
c1ccc(NC2=NCCN2CCCC2CCCCC2)cc1	-6.5	-0.5	-2.5	-0.9	5.7	3.9	-0.9	-4.6	1.3
CCC(C)NC(=O)N1c2ccccc2Sc2ccccc21 (configuration not stated)	-12.7	-3.1	4.2	2.9	15.9	8.8	7.6	-1.5	6.3
O=C(Nc1ccccc1Cl)c1ccc2c(=O)n3c(nc2c1)CCC3	-17.9	.	0.2	0.2	19.7	-11.2	2.7	6.7	.
CC(=O)C1=C(c2ccccc2)OC(N)=C(C#N)C1c1ccccc1C (configuration not stated)	12.7	-17.0	-1.4	2.1	2.1	-3.1	5.3	5.6	-0.3
COCCCn1c(SCC(=O)Nc2ccccc2)nnc1-c1ccncc1	19.2	12.4	-2.8	-0.2	10.1	4.2	-1.0	4.4	4.7
COc1cc(C(=O)NCC(=O)OCc2cc(=O)oc3c(C)c(C)ccc23)cc(OC)c1OC	14.1	3.1	1.9	1.4	34.9	3.2	5.9	9.3	9.7
CCN(CC)CCN(C(=O)c1cc2ccccc2cc1OC)c1nc2ccc(OC)cc2s1	2.4	2.3	-4.8	-3.0	-35.2	7.9	2.6	-0.1	-7.5
CC(=O)Nc1cccc(-n2nnc(SCC(=O)Nc3ccc(F)c(Cl)c3)n2)c1	-1.9	-4.5	-2.3	-5.4	-13.0	.	-13.1	.	-6.8
O=C(Nc1cc2c(cc1Cl)OCCCO2)c1ccc(F)cc1	-3.5	7.8	-2.5	-1.6	-7.4	16.1	-2.2	-2.3	3.9
